Screening data: PubChem BioAssay, several laboratories
MT1-MMP act inh: inhibitors of human MT1-MMP activation; AID 651647; P50281; HT1080 RFP-PRO-GFP cells, GFP/RFP ratio fluorescence, overnight; percent of plate control window, DMSO zero; GFP/RFP ratio change, % at 20 µM; 0.061% of 360,000 active;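 active = GFP/RFP ratio change of at least 30% with cell ATP level not reduced by more than half and red fluorescence within 50% of control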; also: strong numbers were not always called active
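system = RFP-PRO-GFP reporter HT1080 cells | dosing = 20 µM single dose, 1% DMSO | timing = overnight cell settling, then overnight compound exposure, 37 °C, 5% CO2 | read-out basis = GFP/RFP fluorescence ratio | controls = DMSO and RFP-L50D-GFP cell wells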
Rpn11 block: inhibitors of human proteasome Rpn11. calls only at 20 µM. human 26S proteasome, Ub4-pepOG fluorescence polarization; 20S core pre-blocked with epoxomicin. O00487. 0.59% of 360,000 active;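 active = inhibition at 20 µM, scaled to each plate's controls, above about 33%, limit read from the data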
Target sequence (O00487 whole entry, looked up): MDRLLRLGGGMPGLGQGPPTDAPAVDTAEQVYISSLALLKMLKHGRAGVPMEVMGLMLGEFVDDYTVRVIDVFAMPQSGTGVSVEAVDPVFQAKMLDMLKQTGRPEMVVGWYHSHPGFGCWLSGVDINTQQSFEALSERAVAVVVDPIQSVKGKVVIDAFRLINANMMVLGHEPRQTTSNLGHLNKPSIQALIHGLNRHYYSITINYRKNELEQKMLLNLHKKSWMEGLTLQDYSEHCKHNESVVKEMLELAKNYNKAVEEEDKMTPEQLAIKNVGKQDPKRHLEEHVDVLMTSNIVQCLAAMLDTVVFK
MsrA act: activators of bovine methionine sulfoxide reductase A. purified bovine MsrA, absorbance read-out. activation, % at 10.6 µM. 0.3% of 360,000 active. AID 602163; in the data active = activation above about 7.5%;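 also: 0% = vehicle and 100% = reference activator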
PABP1 MLLE inh: blocks PAM2 peptide binding to the PABP1 MLLE domain | P11940 | GST-MLLE / FITC-PAM2 fluorescence polarization | inhibition, % at 20 µM | 0.36% of 360,000 active; in the data active = inhibition above about 35%, passing the limit was not always enough;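 also: plate controls were DMSO wells with GST-MLLE for no effect and wells lacking GST-MLLE protein for full effect; some results filed as inactive read as strong as hits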
Rin1 Abl inh: inhibitors of human Rin1-Abl protein interaction; P00519+Q13671; TR-FRET Rin1/Abl binding, biochemical; inhibition, % at 7.35 µM; 0.4% of 360,000 active; in the data active = inhibition above about 5%, passing the limit was not always enough
MsrA inhibitor: bovine MsrA inhibition. purified bovine MsrA, absorbance read-out. inhibition, % at 15.5 µM. 0.75% of 360,000 active. AID 651718; in the data active = inhibition above about 4.5%;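 also: 0% = vehicle wells with enzyme and 100% = reference inhibitor wells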
eLon inh: E. coli protease La inhibition; P0A9M0; purified E. coli Lon protease, fluorescence polarization; inhibition, % at 7.94 µM; 0.42% of 360,000 active; AID 602123; in the data active = inhibition above about 13%, passing the limit was not always enough;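 also: 0% = enzyme with probe and DMSO and 100% = no enzyme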
CSN inh: CSN deneddylation inhibition | Q92905 | Purified CSN, SCF-Nedd8-OG deneddylation, fluorescence polarization | inhibition, % at 12.5 µM | 0.38% of 360,000 active;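 active = pattern-corrected inhibition above about 35%, with an unprinted fluorescence ratio check between 0.5 and 1.5, limit read from the data, passing the limit was not always enough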;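 also: 0% = enzyme with substrate and 100% = substrate without enzyme; some results filed as inactive read as strong as hits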
Target sequence (Q92905 whole entry, looked up, one chain of several): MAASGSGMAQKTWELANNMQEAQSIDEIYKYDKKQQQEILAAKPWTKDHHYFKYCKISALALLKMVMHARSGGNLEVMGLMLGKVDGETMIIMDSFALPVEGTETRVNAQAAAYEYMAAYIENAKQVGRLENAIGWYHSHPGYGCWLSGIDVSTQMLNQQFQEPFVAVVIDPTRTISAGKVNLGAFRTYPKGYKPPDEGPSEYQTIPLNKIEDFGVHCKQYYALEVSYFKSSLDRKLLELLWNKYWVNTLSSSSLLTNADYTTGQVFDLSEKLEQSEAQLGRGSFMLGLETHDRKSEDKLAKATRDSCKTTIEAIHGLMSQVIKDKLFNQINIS
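test system = HEK293T-derived human Csn5 enzyme | amount = 0.24 nM Csn5 enzyme, final concentration | medium = Tris/NaCl/DTT buffer, pH 7.5 | schedule = 90 min reaction at room temperature | signal = FP | evaluation = inhibition of Csn5 cleavage, % | compound dosing = single dose of 12.5 µM compound with 0.25% DMSO | probe or stimulus = 10 nM SCFSkp2-Nedd8OG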
FAS-TE inh: FAS thioesterase (human) inhibition; P49327; recombinant FAS-TE, OMFH fluorogenic substrate, fluorescence endpoint; inhibition, % at 15 µM; 0.67% of 360,000 active;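 active = compounds whose normalised, plate-corrected inhibition of enzyme fluorescence in the single-dose primary screen is 50% or more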;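 also: 0% = DMSO with enzyme and 100% = substrate without enzyme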
Active calls of the source: *; i = inactive; nt = not tested or not shown.

Preview:
SMILES	MT1-MMP act inh	Rpn11 block	MsrA act	PABP1 MLLE inh	Rin1 Abl inh	MsrA inhibitor	eLon inh	CSN inh	FAS-TE inh
COc1ccc(CC2C(=O)NC(C)C(=O)N(C)C3C(=O)N(C)C(Cc4ccc(O)c(c4)Oc4ccc(cc4)C3O)C(=O)NC(C)C(=O)NC(C)C(=O)N2C)cc1 (centres undefined)	-39.2	i	4.1	6.1	3.8	-0.3	8.3	-6.7	-9.3
COCCNC(=O)Cn1cc(/C=C2\C(=O)NC(=O)N(c3ccccc3F)C2=O)c2ccccc21	0.0	i	0.1	i	1.9	0.1	-78.4	-1.9	-6.3
Cc1c(C)c2cc(Cl)c(OCC(=O)N3C[C@H]4C[C@@H](C3)c3cccc(=O)n3C4)cc2oc1=O	3.4	i	-3.2	0.8	-2.7	2.2	-7.4	-2.5	-0.4
O=C1NC(=O)N(Cc2ccccc2)C(=O)/C1=C\N1CCCc2ccccc21	-22.9	i	-1.4	-62.7	5.8	0.0	-265.2	6.8	-5.4
CCc1nc2ccc(N3CCN(C)CC3)cc2nc1CC	1.4	i	-1.3	16.5	-4.1	0.5	12.8	0.1	-3.8
O=C1CNC(c2ccccc2Cl)c2cc(Br)ccc2N1 (centres undefined)	-0.8	i	5.5	12.2	-0.3	-1.7	-5.7	-2.1	-6.4
Cc1ccccc1-c1nc(CS(=O)CC(=O)N2CCC3(CC2)OCCO3)c(C)o1 (centres undefined)	-6.3	i	0.5	23.2	3.4	1.6	-5.2	2.9	-5.6
CCn1c(O)c(C=Nc2cc(Cl)ccc2Cl)c(=O)n(CC)c1=O	-34.9	i	-2.9	1.3	3.1	-1.0	-1.0	-1.6	14.8

This part in full, previewed entries included:
SMILES	MT1-MMP act inh	Rpn11 block	MsrA act	PABP1 MLLE inh	Rin1 Abl inh	MsrA inhibitor	eLon inh	CSN inh	FAS-TE inh
COc1ccc(CC2C(=O)NC(C)C(=O)N(C)C3C(=O)N(C)C(Cc4ccc(O)c(c4)Oc4ccc(cc4)C3O)C(=O)NC(C)C(=O)NC(C)C(=O)N2C)cc1 (centres undefined)	-39.2	i	4.1	6.1	3.8	-0.3	8.3	-6.7	-9.3
COCCNC(=O)Cn1cc(/C=C2\C(=O)NC(=O)N(c3ccccc3F)C2=O)c2ccccc21	0.0	i	0.1	i	1.9	0.1	-78.4	-1.9	-6.3
Cc1c(C)c2cc(Cl)c(OCC(=O)N3C[C@H]4C[C@@H](C3)c3cccc(=O)n3C4)cc2oc1=O	3.4	i	-3.2	0.8	-2.7	2.2	-7.4	-2.5	-0.4
O=C1NC(=O)N(Cc2ccccc2)C(=O)/C1=C\N1CCCc2ccccc21	-22.9	i	-1.4	-62.7	5.8	0.0	-265.2	6.8	-5.4
CCc1nc2ccc(N3CCN(C)CC3)cc2nc1CC	1.4	i	-1.3	16.5	-4.1	0.5	12.8	0.1	-3.8
O=C1CNC(c2ccccc2Cl)c2cc(Br)ccc2N1 (centres undefined)	-0.8	i	5.5	12.2	-0.3	-1.7	-5.7	-2.1	-6.4
Cc1ccccc1-c1nc(CS(=O)CC(=O)N2CCC3(CC2)OCCO3)c(C)o1 (centres undefined)	-6.3	i	0.5	23.2	3.4	1.6	-5.2	2.9	-5.6
CCn1c(O)c(C=Nc2cc(Cl)ccc2Cl)c(=O)n(CC)c1=O	-34.9	i	-2.9	1.3	3.1	-1.0	-1.0	-1.6	14.8
Cn1cc(C(=O)Cc2ccccc2)c2ccccc21	3.1	i	-3.3	-2.6	3.6	2.2	-8.4	-3.9	-1.8
c1ccc2cc(C3N4CCCN34)ccc2c1 (centres undefined)	1.4	i	-3.1	-4.7	-0.9	-0.4	4.0	0.7	-1.5
CC(C)(O)/C=C/C(=O)[C@](C)(O)C1[C@H](O)C[C@@]2(C)C3CC=C4C(C[C@H](O)[C@@H](O)C4(C)C)[C@]3(C)C(=O)C[C@]12C (some centres undefined)	-27.7	i	5.8	12.2	1.2	nt	9.2	-4.2	-12.7
O=C1CC(N2CCC(n3c(=O)[nH]c4ccccc43)CC2)C(=O)N1c1ccc(F)cc1 (centres undefined)	1.2	i	-5.6	-4.0	2.4	0.8	-14.7	2.9	-3.1
CSc1ccc(CNC(C)C(O)c2ccccc2)cc1 (centres undefined)	4.4	i	-1.6	3.4	-0.1	2.6	-0.2	13.1	-2.4
C[N+]1(C)[C@@H]2CC[C@H]1CC(OC(=O)[C@@H](CO)c1ccccc1)C2 (some centres undefined)	5.2	i	-8.7	-103.8	0.7	2.6	5.1	-4.3	-2.7
NC1CC2CCCCC2CC1(O)c1ccccc1 (centres undefined)	15.3	i	0.2	-1.1	0.6	-1.0	-3.4	1.8	-8.2
CCc1sc(C(=O)N2CCC3(CC2)OCCO3)cc1Br	2.0	i	-4.9	5.4	-2.5	0.4	7.6	1.8	-1.3
CC(/C=C(\C)Nc1ccccc1)=Nc1ccccc1	-0.9	i	-8.0	6.0	2.0	-0.2	-9.6	3.5	-4.7
CN1C(=O)N(C)C(=O)C2(Cc3c(ccc4ccccc34)N(C)C2)C1=O	-3.3	i	-13.2	21.4	1.5	0.4	-2.0	-1.1	-3.7
CCOc1cc2c(cc1OCC)-n1cccc1C(c1ccccc1O)NC2 (centres undefined)	-3.6	i	-1.4	0.6	-0.8	-2.1	1.7	-3.4	5.4
COc1ccc(-c2nn(Cc3ccccc3)cc2C(=O)NC2CC2)cc1OC	3.2	i	-1.4	10.1	2.6	0.7	-21.4	-1.6	-2.6
O=C(CN1C(=O)CN=C(c2ccccc2)c2ccccc21)NCc1ccco1	-11.6	i	-15.0	-4.9	1.9	-0.6	-2.1	-2.8	-13.8
Cc1cc(/C=C2\C(=O)NC(=O)N(Cc3ccccc3)C2=O)c(C)n1-c1ccc(Cl)c(C(=O)O)c1	-9.4	i	-1.8	-30.0	0.6	0.1	-108.3	57.0	-8.6
COC(=O)C1=C(c2ccc(OCc3ccccc3)cc2)C[C@@H]2CC[C@H]1N2C(=O)NCc1ccc(OC)cc1	12.5	i	-1.6	8.7	1.3	1.4	-10.6	-0.5	26.3
Cn1c(CN2CCN(C(=O)COc3ccccc3)CC2)nc2cc([N+](=O)[O-])ccc21	4.6	i	-4.2	-11.4	4.2	1.8	-10.8	0.5	5.2
C=CCn1c(O)c(C(C)=NCCCN2CCOCC2)c(=O)[nH]c1=O	2.7	i	-5.1	2.7	-0.3	-0.5	-6.5	1.9	-6.5
(listing goes on)
SMILES	MT1-MMP act inh	Rpn11 block	MsrA act	PABP1 MLLE inh	Rin1 Abl inh	MsrA inhibitor	eLon inh	CSN inh	FAS-TE inh
Cc1cc(C(=O)OC(C)C(=O)Nc2ccccc2)c(C)n1C1CC1 (centres undefined)	-5.1	i	-5.3	-1.3	-1.3	-1.6	-3.3	1.1	-3.5
CCOP(=O)(OCC)C(NC(=O)CC(C)C)C(Cl)(Cl)Cl (centres undefined)	1.8	i	-6.2	14.4	0.2	-0.3	2.0	-6.4	-6.3
CCN(C=C1CC2C3CC=C4CC(O)CCC4(C)C3CCC2(C)C1=O)CC (centres undefined)	-3.7	i	-2.9	15.7	1.2	2.7	0.0	0.9	-0.7
Cc1ccc2c(c1)CC1(CN2C)C(=O)NC(=O)N(c2ccc(C)c(C)c2)C1=O (centres undefined)	-1.4	i	-6.1	0.1	0.7	0.1	-25.4	-2.7	-0.6
CCCn1c(C(=O)c2ccc(OC)cc2)nc2ccccc21	-1.5	i	-0.6	-12.5	1.9	1.3	3.3	-2.9	11.2
O=C(c1ccc2c(c1)N(Cc1ccc(F)cc1)CCS2)N1CCC2(CC1)OCCO2	-2.1	i	-0.5	-7.7	-7.2	2.3	-5.5	2.5	6.9
CC(C)C(=O)NC(Oc1ccccc1Cl)C(Cl)(Cl)Cl (centres undefined)	2.4	i	-4.7	-7.5	2.9	0.4	6.5	4.9	11.5
CC12CCC(=O)C=C1CCC1C2CCC2(C)C(O)CCC12 (centres undefined)	6.4	i	-8.4	0.5	1.7	0.4	-1.3	0.1	-7.1
COC(=O)C1=C(c2ccc(OC(F)(F)F)cc2)C[C@@H]2CC[C@H]1N2C(=O)N1CCC(O)CC1	5.1	i	-4.2	-1.1	1.8	0.2	-4.2	1.1	-4.5
O=C(O)Cn1cc(/C=C2\C(=O)NC(=O)N(c3ccc(Br)cc3)C2=O)c2ccccc21	-27.8	i	-1.6	-68.7	-2.1	1.8	-57.6	-2.3	-4.7
Cc1cccc(N2C(=O)NC(=O)C3(Cc4cc(C)ccc4N(C)C3)C2=O)c1 (centres undefined)	-0.3	i	-1.5	-2.6	-1.8	-0.6	-9.3	0.5	-0.7
COc1ccc(C(=O)N2C[C@H]3C[C@@H](C2)c2cccc(=O)n2C3)cc1OC	-1.3	i	-6.6	5.6	-0.4	-0.1	0.9	4.1	-7.4
COC(=O)c1cn(Cc2ccc(F)cc2)c2ccccc12	0.8	i	-0.7	-7.8	0.1	-0.6	-13.4	1.1	14.9
CC(=O)C1CCC2(O)C3CCC4=CC(=O)CCC4(C)C3CCC12C (centres undefined)	2.4	i	1.8	0.9	5.0	-0.7	6.8	3.4	-7.1
Nc1c(C(=O)NCc2ccco2)c2nc3ccccc3nc2n1Cc1ccc(F)cc1	-19.8	i	-12.0	-28.5	1.7	0.8	-28.5	33.3	3.7
C=CCC1(CC)C(=O)NC(=S)NC1=O	1.3	i	0.8	19.1	0.0	-0.7	1.1	-1.8	-6.6
O=S1(=O)CCN(CCc2c[nH]c3ccccc23)CC1	-5.2	i	-1.1	8.2	-0.9	2.2	3.6	-2.6	0.6
NC(=O)C1(N2CCCCC2)CCN(Cc2ccccc2)CC1	-1.2	i	0.0	7.8	7.9*	0.7	-12.3	-2.8	-7.6
CCOC(=O)C1CCN(C(C)C(=O)c2c[nH]c3ccccc23)CC1 (centres undefined)	0.4	i	-3.7	-4.0	3.2	nt	5.0	1.3	-5.5
COC(=O)C1=C(c2cccc(OC)c2OC)C[C@@H]2CC[C@H]1N2C(=O)N1CCCCC1	1.7	i	1.4	4.0	0.7	0.3	1.1	-1.4	-8.5
COC(=O)C1=C(C)NC(=S)NC1c1ccc(N(CCCl)CCCl)cc1Cl (centres undefined)	-1.6	i	-0.7	-146.8	1.7	1.8	-10.6	5.6	11.2
Cc1cc([N+](=O)[O-])c(Cl)cc1NC(=O)C(C)C	1.7	i	-1.7	-1.0	-0.2	0.0	7.7	2.4	2.5
O=P(C(c1ccc2c(c1)OCO2)N1CCOCC1)(N1CCOCC1)N1CCOCC1 (centres undefined)	4.5	i	13.1*	4.0	3.1	-1.4	-7.2	-1.8	-4.2
COc1cccc(-n2c(CN3CCOCC3)nc3ccc([N+](=O)[O-])cc3c2=O)c1	-1.6	i	-4.3	-1.2	-0.7	1.3	5.6	3.4	47.5
Oc1ccc2c3c1O[C@H]1c4oc5ccccc5c4C[C@@]4(O)[C@@H](C2)N(CC2CC2)CC[C@]314	-3.3	i	-6.3	-0.9	0.7	-0.3	-3.3	3.1	-3.8
O=c1[nH]c(=O)n(-c2cccc3ccccc23)c(O)c1/C=N/N1CCCCCC1	-1.8	i	-1.8	-5.5	-3.1	-0.3	-9.1	2.3	-2.5
C#C[C@@]1(O)CCC2C3CCC4=C/C(=N/OCC(=O)NC(C(=O)O)C(C)O)CC[C@]4(C)C3CC[C@@]21C (some centres undefined)	4.0	i	-2.2	7.2	2.5	-0.4	-4.6	2.7	-6.7
CC(C)n1c(=O)c(C=Nc2cccc([N+](=O)[O-])c2)c(O)n(CCc2ccccc2)c1=O	-46.9	i	-0.3	-47.7	-1.5	3.3	-96.8	8.2	57.2*
ClCC(Br)CBr (centres undefined)	0.2	i	-1.7	2.7	-2.1	-0.3	10.8	0.7	-0.5

This is a subset, so the mix of outcomes need not match the whole.
